# From PubChem
# HKDC1 inhibitor = inhibitors of human hexokinase HKDC1; Q2TB90; recombinant HKDC1, G6PDH/diaphorase resazurin coupled fluorescence; inhibition, % at 20 µM; 340,000 tested, 0.16% active; AID 493160;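 active means inhibition above about 35% when tested at 20 µM, limit read from the data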;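 further: plate controls were DMSO wells with enzyme for no effect and DMSO wells lacking enzyme for full effect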
#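 Incubation: 90 min at room temperature in dark / Material: recombinant HKDC1 (HK5) hexokinase enzyme, produced in-house / Quantity: enzyme 5 µg/mL final / Compound: one dose of 20 µM, 1% DMSO / Reagent: glucose and ATP substrates / Buffer or medium: Tris pH 8.0 buffer with MgCl2, Tween-20, BSA, BME / Technique: resorufin fluorescence at 613 nm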
# MPTP block = blocks calcium-induced mitochondrial swelling; isolated mouse mitochondria, Ca2+ swelling absorbance, 30 min; 360,000 tested, 1.4% active; inhibition, % at 10 µM;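 active means inhibition of 50% or more, scaled per plate between neutral and stimulator controls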;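 further: 0% = DMSO wells given calcium and 100% = 1 mM EGTA wells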
# SENP6 inh = SENP6 protease inhibition | Q9GZR1 | Recombinant SENP6 catalytic domain, aminoluciferin luminescence | inhibition, % at 10 µM | 330,000 tested, 1.8% active | AID 2599;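 active means inhibition above about 50% at the single tested dose, limit read from the data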;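 further: plate controls were DMSO wells with enzyme for no effect and DMSO wells lacking enzyme for full effect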
# PfGluPho inh = PfG6PD (Plasmodium falciparum) enzyme inhibition. AID 504690. inhibition, % at 20 µM. 350,000 tested, 0.78% active. PfGluPho enzyme, NADPH resazurin-diaphorase fluorescence;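 active means inhibition reaching at least a set limit at 20 µM in the primary screen, cut at about 59% in these data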;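 further: 0% = DMSO wells with substrate and 100% = DMSO wells lacking glucose-6-phosphate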
# SENP8 inh = SENP8 (human) protease inhibition; 360,000 tested, 0.64% active; AID 602440; Q96LD8; inhibition, % at 20 µM; recombinant SENP8, Nedd8 substrate fluorescence; in the data active means inhibition mostly above about 40%, no sharp cut-off; inactive means mostly below about 27%
# Target sequence (Q96LD8 whole entry, looked up): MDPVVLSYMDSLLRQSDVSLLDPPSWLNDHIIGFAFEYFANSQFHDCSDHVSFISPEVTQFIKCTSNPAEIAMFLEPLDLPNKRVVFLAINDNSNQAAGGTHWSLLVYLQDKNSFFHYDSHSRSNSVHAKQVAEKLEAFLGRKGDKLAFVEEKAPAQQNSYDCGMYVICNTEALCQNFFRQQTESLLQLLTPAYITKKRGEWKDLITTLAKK
# ATG4B inh = blocks human ATG4B protease cleavage of LC3 substrate | AID 504462 | Q9Y4P1 | inhibition, % at 8.33 µM | 340,000 tested, 0.51% active | ATG4B cleavage of LC3-PLA2, NBD-HPC fluorescence, 1 h; in the data active means inhibition above about 40%
# Target sequence (Q9Y4P1 whole entry, looked up): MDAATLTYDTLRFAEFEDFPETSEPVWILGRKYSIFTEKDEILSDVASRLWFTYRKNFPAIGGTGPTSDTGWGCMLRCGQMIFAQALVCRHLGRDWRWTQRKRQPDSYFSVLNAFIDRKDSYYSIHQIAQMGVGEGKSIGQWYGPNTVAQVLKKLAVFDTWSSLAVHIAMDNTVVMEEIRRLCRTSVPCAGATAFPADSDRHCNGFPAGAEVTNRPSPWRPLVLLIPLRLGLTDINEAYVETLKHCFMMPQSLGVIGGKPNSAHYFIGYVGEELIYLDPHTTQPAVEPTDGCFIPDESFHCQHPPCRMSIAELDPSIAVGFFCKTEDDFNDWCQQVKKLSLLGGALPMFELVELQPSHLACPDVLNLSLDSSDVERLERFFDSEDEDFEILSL
# SENP7 inh = SENP7 protease inhibition. Q9BQF6. recombinant SENP7, Z-RLRGG-aminoluciferin luminescence, 40 min. inhibition, % at 5 µM. 330,000 tested, 1.5% active. AID 434973;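 active means inhibition above about 50% at the single test dose, limit read from the data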;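 further: plate controls were DMSO with enzyme for no effect and no enzyme buffer wells for full effect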
# Target sequence (Q9BQF6 706-1050 limits assumed): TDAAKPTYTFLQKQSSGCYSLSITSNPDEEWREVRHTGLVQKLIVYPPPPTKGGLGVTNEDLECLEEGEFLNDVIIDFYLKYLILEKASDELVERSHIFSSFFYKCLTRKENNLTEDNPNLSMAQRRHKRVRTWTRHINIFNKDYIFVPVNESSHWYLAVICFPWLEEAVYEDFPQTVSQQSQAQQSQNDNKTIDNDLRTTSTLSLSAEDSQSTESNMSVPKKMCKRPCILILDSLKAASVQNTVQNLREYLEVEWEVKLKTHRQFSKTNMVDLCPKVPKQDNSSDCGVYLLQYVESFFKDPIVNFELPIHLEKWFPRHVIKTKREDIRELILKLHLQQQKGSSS
# NR3A LBD binder = modulators (binders) of human NR3A ligand-binding domain | Tm shift relative to glycine control, % at 25 µM | NR3A LBD differential scanning fluorimetry, Tm shift; 0% = protein alone, 100% = glycine-bound protein | 340,000 tested, 2.5% active;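 active means melting temperature shift of at least 10% of the positive control shift, at one fixed dose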
# The depositor's hits bear a star; i = inactive; nt = no result given; & = joins results of further samples.
SMILES,HKDC1 inhibitor,MPTP block,SENP6 inh,PfGluPho inh,SENP8 inh,ATG4B inh,SENP7 inh,NR3A LBD binder
COC(=O)c1ccc(C(=O)OC)c(NC(=O)CSc2nc(-c3ccco3)cc(C(F)(F)F)n2)c1,0,-1.1,nt,22,-208,-13,nt,1
Cc1c(NC(=O)CSc2ncn[nH]2)c(=O)n(-c2ccccc2)n1C,-6,-1.5,-31,-16,12,-9,-5,-2
CC(NC(=O)C1CCCCC1)c1ccc2c(c1)OCCO2 (centres undefined),-5,-1.2,8,-13,19,-16,14,-1
O=C1CC(c2ccc(Cl)cc2)CC(=O)C1CS(=O)(=O)c1ccccc1 (centres undefined),-8,-1.7,-1,4,-1,3,10,-7
CNS(=O)(=O)c1ccc(NC(=O)c2ccc(Cl)cc2Cl)cc1,-5,0.4,-14,-2,3,7,-4,6
Cc1onc(-c2ccccc2Cl)c1C(=O)N/N=C(\N)COc1ccc(Cl)cc1,-39,7.6,-1,-37,13,4,0,-3
CC1(C)OC(=O)C(=CNC(=O)c2c(F)cccc2F)C(=O)O1,-6,14,6,-6,16,16,-5,-4
O=[n+]1c2c(n([O-])c3ccccc31)CCCC2,3,-3.3,3,16,-2,-8,-3,0
NC(=O)NC(=O)COC(=O)CCCCCNS(=O)(=O)c1ccc2c(c1)OCCO2,-2,-0.1,-21,-6,17,-5,-4,-1
O=C(NCCCN1CCOCC1)C(=O)NCc1ccco1,-5,-0.6,-9,-19,17,1,-1,-1
O=C1CCCN1Cc1ccccc1,-8,-0.4,-2,2,3,-4,1,-1
Cc1cccc2cc(CN(CCCO)C(=O)Nc3ccc(Cl)cc3)c(=O)[nH]c12,-5,0.6,nt,16,-24,3,nt,-5
O=C(COc1ccc(Cl)cc1)NCCSCc1ccccc1Cl,5,7.2,8,7,14,11,2,-18
COC(C(=O)NNS(=O)(=O)c1ccc([N+](=O)[O-])cc1)c1ccccc1 (centres undefined),-6,-0.8,16,-1,14,-9,1,-2
Cc1sc(NC(=O)c2ccco2)c(CN2CCN(c3ccccn3)CC2)c1C,4,5.2,-2,37,-39,30,-1,-3
CN(CC(=O)NCCc1ccccc1)S(=O)(=O)c1ccccc1,9,-1.4,4,-3,5,14,-2,-1
CCC(C)OC(=O)C1=C(C)NC2=C(C(=O)C(C(=O)OC)C(C)C2)C1c1ccc(N(C)C)cc1 (centres undefined),4,0.5,-10,-9,-292,-5,-6,0
CCOc1ccc(NC(=O)CN2CCN(C(=O)c3ccco3)CC2)cc1S(=O)(=O)N1CCCC1,-6,-2.0,-17,-8,10,-10,7,2
CCN(C(=O)c1cc2c(=O)n3cccc(C)c3nc2n1CCCOC)C1CCCCC1,-3,-0.9,2,11,-397,12,10,-3
CC(=O)N1CCOc2ccc(S(=O)(=O)Nc3ccc(C)cn3)cc21,-6,-0.9,-2,-4,-102,0,2,0
Cc1cc(C)n(C(C)CC(=O)N2CCc3ccccc32)n1 (centres undefined),-4,-2.8,-22,14,0,-7,-12,0
CCOC(=O)C1C(=O)Nc2nc(C)nn2C1c1ccccc1 (centres undefined),-8,0.6,-9,7,12,4,-2,-2
COc1ccc(OC)c(C(=O)c2ccc(C(=O)Nc3ccc4ccccc4c3)cc2)c1,-11,2.7,-5,1,20,-20,5,5
Cc1ccc(CN2CCN(Cc3cn(C)nc3-c3ccccc3)CC2CCO)o1 (centres undefined),-4,0.8,-5,19,10,-5,-8,-2
COc1ccc(C2=NOC(C(=O)O)C2)cc1 (centres undefined),-11,-0.6,2,-16,12,6,-4,-1
Cc1ccc2nc(-c3cccc(-c4cccc(Cl)c4)c3)c(NCc3ccccc3)n2c1,1,5.8,-5,23,i,13,-5,-33
COc1ccc(N(C(=O)c2ccco2)C(C(=O)NC2CCCC2)c2ccc(C)cc2)c(OC)c1 (centres undefined),3,1.7,-35,-1,15,-4,-3,-1
Cc1ccccc1-c1cc(C(=O)NCc2ccc(OC(F)(F)F)cc2)nn1CC1CC(c2cccc([N+](=O)[O-])c2)=NO1 (centres undefined),-2,-1.2,0,3,9,0,-3,-6
CC(=O)c1cccc(NC(=O)/C(=C/c2ccco2)NC(=O)c2ccco2)c1,-6,0.8,1,8,10,-4,-1,2
CCCCCCSc1ccc(-c2nc3ccc(C)cn3c2NCc2ccccc2)cc1OC,3,3.4&3.1,4,25,i,8,3,-2
O=C(O)c1ccccc1C(=O)c1ccc2c(c1)CCC2,-3,0.7,-25,-8,6,5,-4,-7
CC(=O)N1c2ccc(S(=O)(=O)NCCC(=O)NCc3ccc(N(C)C)cc3)cc2CC1C (centres undefined),-8,-0.9,-1,7,-8,2,13,-1
O=C(c1cccc(C(F)(F)F)c1)C1CCCN(Cc2cccn2-c2ccccn2)C1 (centres undefined),-9,2.6,12,7,10,10,4,-2
Cc1nc(N2CCOCC2)nc(N2CCN(c3ccccc3)CC2)c1[N+](=O)[O-],-2,-0.8,-5,15,14,-4,2,4
O=C1CCc2cc(S(=O)(=O)NCc3ccc(F)cc3)cc3c2N1CCC3,2,-0.3,3,-10,7,2,-13,-1
CCCn1c2c(c(O)c(C(=O)Nc3ccc(OCC)cc3)c1=O)CCCC2,-2,3.7,6,11,-152,-9,2,8
CC1CCCN(C(=O)COc2ccc(Nc3ccccc3)cc2)C1 (centres undefined),17,2.4,7,-2,0,4,8,-1
O=C(CCN1C(=O)/C(=C\c2cccs2)SC1=S)NC1=NCCS1,-5,0.1,18,9,22,2,5,-6
Cc1cc(NC(=O)Cn2cc([N+](=O)[O-])cn2)no1,3,-2.1,12,34,30,1,1,-2
COC(=O)/C(C#N)=C/c1c(N2CCN(c3cccc(Cl)c3)CC2)nc2c(C)cccn2c1=O,7,0.6,-6,0,-19,4,-6,-2
O=C(NCCCN1CCOCC1)c1ccc(Cl)cc1Cl,2,0.1,-9,-8,8,4,2,-3
CCc1nc(SC)[nH]c(=O)c1C,4,0.3,-2,1,14,-15,8,0
O=C(CCCCCN1C(=O)c2ccccc2C1=O)Nc1ccc(S(=O)(=O)N2CCCCC2)cc1,-5,2.7,6,6,12,1,-7,-9
CN(/N=C\c1ccc(O)c(O)c1)c1nc(-c2ccccc2)cc(-c2ccccc2)n1,-3,7.6,-3,-15,-15,-9,-1,21*
CC(=O)Nc1ccc(NC(=O)CSc2nnnn2-c2ccccc2F)cc1,-2,0.4,5,17,5,2,-13,-2
COC(=O)c1cc(NCc2c(F)cccc2Cl)ccc1N1CCOCC1,-15,-0.7,-1,41,-184,-1,10,-2
Cc1ncoc1C(=O)Nc1ccc2c(c1)OCCO2,-7,-0.3,64*,1,3,-7,77*,0
O=C(Nc1cccc(C(F)(F)F)c1)Oc1ccc(Cl)c2cccnc12,1,2.5,nt,14,21,5,nt,nt
OCc1nc2ccccc2n1CC(O)COc1ccccc1 (centres undefined),-1,-0.7,-11,0,8,-2,5,0
Cn1c(SCC(=O)N2CCCCC2)nc2cccnc21,-5,-0.8,8,5,34,-4,-7,-1
O=C(/C=C/c1ccc(-c2ccc(F)cc2)o1)N1CCCC1,12,0.7,21,11,-392,-12,23,-2
Cc1ccc(O)c(NC(=O)c2cc([N+](=O)[O-])ccc2Cl)c1,-12,0.4,-8,15,6,6,-8,-1
O=C(CSc1nnc(SCc2ccccc2)s1)N/N=C/C=C/c1ccco1,9,1.4,11,41,0,22,3,0
CCc1ccccc1NC(=O)NCc1ccccn1,-4,0.0,-6,-4,0,-8,7,7
COC(=O)c1ccccc1NC(=O)CCCn1nc([N+](=O)[O-])cc1C,3,3.0,-8,-3,0,-4,1,-1
Cc1ccc(S(=O)(=O)N2[C@@H](c3ccccc3)C(C(=O)O)=CC[C@H]2c2cccc(C)c2)cc1,4,-2.7,2,-16,18,-1,-3,1
COc1cc2c(C)nc3onc(-c4ccccc4)c3c2cc1OC,6,1.7,0,3,-37,-37,1,-3
O=C(Nc1cnc2ccccn2c1=O)c1ccc(F)cc1,-4,-0.6,5,-8,-155,-3,6,3
CN(C)c1nc(N)c([N+](=O)[O-])c(NCCO)n1,-2,0.6,-12,10,17,-6,4,0
Cc1cc(C)n(CC(=O)NN)n1,-10,1.5,-8,4,15,-7,5,-1

# Next part, overlapping the part above by six compounds.
SMILES,HKDC1 inhibitor,MPTP block,SENP6 inh,PfGluPho inh,SENP8 inh,ATG4B inh,SENP7 inh,NR3A LBD binder
COC(=O)c1ccccc1NC(=O)CCCn1nc([N+](=O)[O-])cc1C,3,3.0,-8,-3,0,-4,1,-1
Cc1ccc(S(=O)(=O)N2[C@@H](c3ccccc3)C(C(=O)O)=CC[C@H]2c2cccc(C)c2)cc1,4,-2.7,2,-16,18,-1,-3,1
COc1cc2c(C)nc3onc(-c4ccccc4)c3c2cc1OC,6,1.7,0,3,-37,-37,1,-3
O=C(Nc1cnc2ccccn2c1=O)c1ccc(F)cc1,-4,-0.6,5,-8,-155,-3,6,3
CN(C)c1nc(N)c([N+](=O)[O-])c(NCCO)n1,-2,0.6,-12,10,17,-6,4,0
Cc1cc(C)n(CC(=O)NN)n1,-10,1.5,-8,4,15,-7,5,-1
COc1ccc(-c2cc(C(=O)NCc3cccs3)no2)cc1,-2,2.7,-16,8,16,-2,6,2
COc1ccc2c(c1OC)C(=O)NC(C)=C(C(=O)OC(C)(C)C)C2O (centres undefined),10,0.1,-7,2,4,-4,-10,4
COc1ccc(S(=O)(=O)N2CCCOC2CNC(=O)C(=O)NCc2ccccn2)cc1 (centres undefined),1,-0.1,-2,-4,0,-5,-3,1
COc1ccc(C(CNC(=O)c2ccc(Cl)c(S(=O)(=O)N3CCCC3)c2)N2CCCC2)cc1 (centres undefined),-4,-0.2,0,3,26,3,-8,1
CC(C)(C)[C@@H]1CCC(=O)N(CC[C@H](Sc2ccccc2)c2ccccc2)CC1,2,-2.3,-10,-12,13,5,3,3
O=C1CCCCC1C(Nc1ccc(Br)cc1)c1ccccc1 (centres undefined),3,0.7,7,17,21,15,-2,-8
CCOC(=O)C1=C(COC(=O)/C=C/c2ccc(Cl)cc2)NC(=O)NC1C (centres undefined),-10,-0.7,0,-8,8,4,-1,0
Cc1ccccc1NC(=S)NNC(=O)c1ccco1,-4,-2.4,3,1,0,-5,2,1
COC(=O)CSc1nc2ccccc2c(=O)n1Cc1ccccc1,0,1.8,-17,-11,11,15,5,0
Cc1ccc(-n2c(C)cc(/C=N/NC(=O)CN(c3ccc(C)cc3C)S(C)(=O)=O)c2C)cc1,-3,2.1,-17,16,1,-7,-15,-4
COc1ccc(CN2C(=O)c3cccc4cccc(c34)C2=O)cc1,-7,2.8,-6,-6,-29,-2,1,0
NC(=O)C(=O)N/N=C/c1c[nH]c2ccc(Br)cc12,9,0.8,5,14,-14,-9,9,-6
N=C1C(c2nc(-c3ccc(Br)cc3)cs2)=C(O)CN1NC(=O)c1ccc([N+](=O)[O-])cc1,20,1.5,7,-22,19,21,9,5
CCCn1c(NC(=O)c2cccc(S(=O)(=O)N3CCCC3)c2)nc2ccccc21,-20,18,-2,23,-186,40,-1,-8
COC(=O)[C@H](CC(C)C)NC(=O)Nc1ccc(S(N)(=O)=O)cc1,-2,0.1,3,-9,19,-8,4,-1
CCCCNC(=O)C(C#N)c1nc2ccccc2nc1N1CCN(Cc2ccc3c(c2)OCO3)CC1 (centres undefined),-2,1.7,nt,-14,-66,4,nt,-2
Cc1ccc(OCC(=O)NC(C)c2ccc(Cl)c(Cl)c2)c([N+](=O)[O-])n1 (centres undefined),-2,-1.4,-17,32,9,-1,3,0
Cc1ccccc1OCc1nc(-c2ccccc2)no1,3,0.2,35,8,24,4,23,2
